ALDH1A1 inh: qHTS Assay for Inhibitors of Aldehyde Dehydrogenase 1 (ALDH1A1). AID 1030, 2008. Aldehyde dehydrogenase 1A1 (Homo sapiens), P00352. Potency, µM (highest dose often 75.3 µM), without a hit: at the top dose activity, negative = inhibition, most hits filed as inhibitors. 220,000 compounds, 7.3% hits. Purified ALDH1A1, NADH fluorescence, propionaldehyde substrate; active = well fitted inhibition curve with a large enough effect, not every such curve was filed as active; inconclusive = small, poorly fitted or top-dose-only effect, or another doubt; inactive = no such curve, though single readings can be large or run the other way;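 also: plate controls were no enzyme wells and a reference inhibitor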
Target sequence (P00352 whole entry, looked up): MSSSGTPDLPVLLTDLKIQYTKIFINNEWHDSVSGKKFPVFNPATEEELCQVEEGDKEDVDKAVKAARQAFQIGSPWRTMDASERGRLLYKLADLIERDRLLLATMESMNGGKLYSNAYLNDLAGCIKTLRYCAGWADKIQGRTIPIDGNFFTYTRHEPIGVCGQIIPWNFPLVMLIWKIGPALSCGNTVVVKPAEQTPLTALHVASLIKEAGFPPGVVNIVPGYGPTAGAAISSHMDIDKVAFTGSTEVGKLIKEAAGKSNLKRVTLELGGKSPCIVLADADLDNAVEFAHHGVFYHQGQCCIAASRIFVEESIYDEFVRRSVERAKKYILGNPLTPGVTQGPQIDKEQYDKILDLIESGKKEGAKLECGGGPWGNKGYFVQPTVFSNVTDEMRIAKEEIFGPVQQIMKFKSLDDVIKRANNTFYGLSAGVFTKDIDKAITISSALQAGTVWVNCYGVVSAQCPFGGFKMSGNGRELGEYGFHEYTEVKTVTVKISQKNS
HTT aggregate: qHTS Multiplex Assay to Identify Dual Action Probes in a Cell Model of Huntington: Aggregate Formation (GFP); 220,000 compounds, 1.1% hits; Potency, µM (top dose mostly 46.1 µM), for inactives: at the top dose activity change, negative = inhibition, most hits filed as inhibitors; PC12 HttQ103-GFP aggregates, Acumen cytometry, 40 h; also: % is scaled to controls: 0 for no effect and ±100 for the full control effect; nearly all actives have a fitted effect of over 60% in size
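Using laser scanning cytometry, GFP-positive aggregates were counted after lysis of PC12 cells induced with 100 nM tebufenozide to express HTT exon 1 Q103–GFP. Compounds were tested in titration.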
SMN2 splice enh: qHTS Assay for Enhancers of SMN2 Splice Variant Expression; HEK293 SMN2-luciferase splicing reporter, luminescence, 30-36 h; Potency, µM (top dose mostly 46.1 µM), without a hit: at the top dose activity change, positive = activation, actives largely listed as activators; 210,000 compounds, 2.8% hits; also: % of control where 0% means no effect; nearly all actives have a fitted effect of over 55% in size
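qHTS luciferase splicing reporter: luminescence rises when SMN2 exon 7 is included in transfected HEK293 cells. Compound exposure lasted 30-36 h at 37C, with 4.5 mM final sodium butyrate as control, followed by a ONE-Glo read.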
Tau fluor cs: Counterscreen qHTS for Inhibitors of Tau Fibril Formation, Fluorescence Polarization | tau K18 P301L Alexa594 fluorescence, heparin fibrillization | Potency, µM (titrated, usually from 57.7 µM), inactives show top-dose activity change, negative = decrease | 280,000 compounds, 0.93% hits | AID 1463, 2008; also: % is scaled to controls: 0 for no effect and ±100 for the full control effect; nearly all actives have a fitted effect of over 55% in size
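Human tau K18 P301L (15 uM unlabeled, 0.24 uM Alexa 594-labeled) in 100 mM sodium acetate pH 7 with 20 uM heparin, 6 hr at 37 C. ThT 30 uM added, 1 hr ambient; Alexa 594 FP and total fluorescence read at 555/632 nm.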
Tau FP inhib: qHTS for Inhibitors of Tau Fibril Formation, Fluorescence Polarization. Microtubule-associated protein tau (Homo sapiens), P10636. K18 P301L tau heparin fibrillization, Alexa594 FP, 6 h. Potency, µM (series often up to 57.7 µM), for inactives: top-dose activity, negative = inhibition, actives largely listed as inhibitors. 280,000 compounds, 0.39% hits. AID 1468, 2008; also: % is scaled to controls: 0 for no effect and ±100 for the full control effect; nearly all actives have a fitted effect of over 55% in size
Target sequence (P10636 561-689 P618L limits assumed): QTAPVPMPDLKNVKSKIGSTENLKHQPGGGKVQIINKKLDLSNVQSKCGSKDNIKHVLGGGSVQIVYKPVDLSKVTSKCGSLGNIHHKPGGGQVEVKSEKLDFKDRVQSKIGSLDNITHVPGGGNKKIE
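Compound effects on tau fibrillization are measured by Alexa 594 fluorescence polarization (ex 555, em 632 nm). K18 P301L tau is used at 15 uM with 0.24 uM labeled tracer, and 20 uM heparin induces aggregation over 6 hr at 37 C.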
HTT cytoprotect: qHTS Multiplex Assay to Identify Dual Action Probes in a Cell Model of Huntington: Cytoprotection (ATP) | PC12 HTT-Q103 induced, cytoprotection, ATP luminescence, 40 h | Potency, µM (top dose mostly 56.4 µM), for the others: cytoprotection (ATP increase), most hits filed as activators | 230,000 compounds, 0.14% hits;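 also: % of control where 0% means no effect; nearly all actives have a fitted effect of over 45% in size; toxic huntingtin expression switched on by the ecdysone agonist tebufenozide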
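PC12 cells stably carrying ecdysone-inducible Htt exon 1 (Q103)–GFP were induced with 100 nM tebufenozide (final) alongside library compounds in a dose series. Cytoprotection was scored as retained ATP by ATPlite luminescence.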
Tau ThT inhib: qHTS for Inhibitors of Tau Fibril Formation, Thioflavin T Binding | Microtubule-associated protein tau (Homo sapiens), P10636 | recombinant tau K18 P301L (four-repeat tau fragment), heparin-induced fibrillization, ThT fluorescence | Potency, µM (top dose mostly 57.4 µM), without a hit: top-dose activity, negative = inhibition, usual class: inhibitors | 270,000 compounds, 2.1% hits | AID 1460, 2008; also: % is scaled to controls: 0 for no effect and ±100 for the full control effect; nearly all actives have a fitted effect of over 55% in size
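Tau K18 P301L fragment (15 uM unlabeled plus 0.24 uM Alexa 594-labeled) in 100 mM sodium acetate pH 7 with compound, fibrillization induced by 20 uM heparin for 6 hr at 37 C. Thioflavin T (30 uM) added, fluorescence read after 1 hr (ex 450, em 510 nm).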
KDM4E inh: qHTS Assay for Inhibitors of Human Jumonji Domain Containing 2E (JMJD2E). 230,000 compounds, 1.6% hits. Potency, µM (titrated, usually from 57.1 µM), without a hit: at the highest dose activity change, negative = inhibition, most hits filed as inhibitors. AID 2147, 2009. JMJD2E catalytic domain, FDH-coupled NADH fluorescence (FDH is formaldehyde dehydrogenase). Lysine-specific demethylase 4E (Homo sapiens), B2RXH2; active = well fitted inhibition curve with a large enough effect, not every such curve was filed as active; inconclusive = small, poorly fitted or top-dose-only effect, or another doubt; inactive = no such curve, though single readings can be large or run the other way;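 also: 0% = wells with enzyme and -100% = buffer wells without enzyme; nearly all actives have a fitted effect of over 50% in size; many of its hits are not listed in these tables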
Target sequence (B2RXH2 1-337 limits assumed): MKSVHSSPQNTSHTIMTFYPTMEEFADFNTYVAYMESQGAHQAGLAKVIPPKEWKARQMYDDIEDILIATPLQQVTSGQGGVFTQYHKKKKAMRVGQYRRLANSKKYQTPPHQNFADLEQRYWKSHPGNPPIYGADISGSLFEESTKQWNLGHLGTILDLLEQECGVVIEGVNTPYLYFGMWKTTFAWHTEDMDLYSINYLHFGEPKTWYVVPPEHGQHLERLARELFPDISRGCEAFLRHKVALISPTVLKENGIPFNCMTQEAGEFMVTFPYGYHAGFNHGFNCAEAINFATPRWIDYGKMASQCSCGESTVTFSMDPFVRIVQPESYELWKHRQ
* marks the source's active call; other numbers are inactive results; ? = inconclusive; . = no result given; [ ] = remark or other dose. Unless noted, calls follow the shape of the dose curve; as a rule, active = well fitted curve in the direction sought with a large enough effect; inconclusive = small, poorly fitted or top-dose-only effect, or another doubt; inactive = no such curve, though single readings can be large; an effect the other way counts as inactive or inconclusive. Potency is read from the fitted curve at half-maximal effect. These rows are one share of the data; the hit share may differ from the screen's.

cpd	Structure	ALDH1A1 inh	HTT aggregate	SMN2 splice enh	Tau fluor cs
1	CCN1CCCC1CNC(=O)C(=O)Nc1ccc(OC)cc1 (stereo unspecified)	9%	-6%	16%	-3%
2	OC(COc1ccccc1)CN1CCOCC1 (stereo unspecified)	10%	2%	14%	0%
3	COC(=O)C1CSC(c2ccc(Cl)cc2)N1C(=O)c1ccccc1 (stereo unspecified)	?	20%[9.22 µM]	-6%	2%
4	CN1c2ccccc2C(=O)/C(=C\Nc2ccc(F)cc2F)S1(=O)=O	.	-16%[9.22 µM]	.	-17%
5	CC(Oc1ccc(Cl)cc1Cl)C(=O)Nc1cccc(O)c1 (stereo unspecified)	2%	27%[9.22 µM]	-1%	-25%
6	Cc1nc[nH]c(=O)c1Br	-3%	7%	12%	11%
7	O=C1CC(c2cccc([N+](=O)[O-])c2)c2cc3c(cc2N1)CCC3 (stereo unspecified)	4%	-41%	-68%[inhibitor]	-25%
8	O=S(=O)(c1ccc(Cl)cc1)n1ccc2cccnc21	3%	-18%	-13%	1%
9	CCOc1c2ccoc2nc2c(OC)c(OC)ccc12	?	-4%[9.22 µM]	.	-2%
10	CCOc1ccc(NC(=O)COC(=O)c2ccc3c(c2)C(=O)N(CCc2ccccc2)C3=O)cc1	4%	2%	18%	-11%
11	OC(COCc1cccs1)CN1CCN(c2ccccc2Cl)CC1 (stereo unspecified)	14%	-23%	2%	2%
12	Cc1ccc(C(=O)O)c(C(=O)Nc2nc(C)cs2)c1	3%	14%	-8%	5%
13	Cc1nnc(NC(=O)c2cccc(F)c2)s1	?	6%	10%	5%
14	O=C1CC(c2ccc(Cl)cc2)SC(N(c2ccccc2)c2ccccc2)=N1 (stereo unspecified)	7%	?	-5%	5%
15	CC(C)(C)/C(O)=C(/C#N)c1nc2ccccc2[nH]1	-3%	-17%	-15%	-15%

cpd	Tau FP inhib	HTT cytoprotect	Tau ThT inhib	KDM4E inh
1	-13%	2%	3%	6%
2	-3%	-4%[10 µM]	-3%	3%
3	6%	-49%[inhibitor]	4%	8%
4	-3%	-14%[10 µM]	-16%	-6%
5	0%	17%	-8%	-6%
6	8%	.	7%	9%
7	10%	-19%	?	1%
8	-1%	8%[10 µM]	5%	0%
9	6%	-16%[10 µM]	?	?
10	-10%	14%[0.074 µM]	?	3%
11	12%	16%[10 µM]	-1%	-2%
12	7%	-5%[10 µM]	0%	-3%
13	4%	7%	3%	-5%
14	-6%	-15%[10 µM]	-10%	?
15	-3%	-4%[10 µM]	-14%	?

3 structures out of the list, ordered by heavy-atom count, ascending:
cpd	Structure	ALDH1A1 inh	HTT aggregate	SMN2 splice enh	Tau fluor cs
2	OC(COc1ccccc1)CN1CCOCC1 (stereo unspecified)	10%	2%	14%	0%
15	CC(C)(C)/C(O)=C(/C#N)c1nc2ccccc2[nH]1	-3%	-17%	-15%	-15%
12	Cc1ccc(C(=O)O)c(C(=O)Nc2nc(C)cs2)c1	3%	14%	-8%	5%

cpd	Tau FP inhib	HTT cytoprotect	Tau ThT inhib	KDM4E inh
2	-3%	-4%[10 µM]	-3%	3%
15	-3%	-4%[10 µM]	-14%	?
12	7%	-5%[10 µM]	0%	-3%

Next part:
cpd	Structure	ALDH1A1 inh	HTT aggregate	SMN2 splice enh	Tau fluor cs
16	Cc1ccc(C)c(NC(=S)N(Cc2cccc(Br)c2)CC2CCC(C(=O)O)CC2)c1 (stereo unspecified)	5%	-1%	-17%	-10%
17	COc1ccc(OC)c(/C=C/C(=O)N2C(=O)c3cccc(N)c3C2=O)c1	0%	?	1%	-18%
18	CCCCN(C)C(=O)c1nc2ccccn2c1CN1CCN(c2ncccn2)CC1	-1%	-23%[9.22 µM]	.	-1%
19	CC(C)OC(=O)c1cccnc1SCC(=O)N(C)c1ccccc1	-5%	7%[9.22 µM]	-5%	-5%
20	CCOC(=O)C1/C(=N\O)CC(C)(O)C(C(=O)OCC)C1c1ccc(OC)c(OC)c1 (stereo unspecified)	11%	31%[9.22 µM]	-6%	6%
21	COc1ccc(OC(C)c2ccc(C#N)c(=O)[nH]2)cc1 (stereo unspecified)	-14%	23%[9.22 µM]	-16%	-3%
22	O=c1c(=Nc2ccccc2O)c(=O)c2ccccc12	22µM*	-3%[9.22 µM]	11µM*	-13%
23	Cc1cc(-c2ccccc2)[nH]c(=O)c1S(=O)(=O)c1ccccc1	?	1%	-6%	1%
24	Cc1cc(Cl)c(S(=O)(=O)N2CCSCC2)cc1OCC(=O)NC1CCCCC1	7.9µM*	-17%[9.22 µM]	-80%[inhibitor]	-14%
25	CC(=O)N1CCN(S(=O)(=O)c2cccc(C(=O)Nc3ccccc3N3CCOCC3)c2)CC1	-1%	4%	13%	2%
26	O=C(Nc1ccc(Cl)cn1)c1ccc2ccccc2n1	-1%	16%	20µM*	1%
27	COc1ccc(N2CCN(C(=O)c3cn(C)c4ccc(S(=O)(=O)N(C)C5CCCCC5)cc4c3=O)CC2)cc1	.	.	-6%	-12%
28	CCOc1ccc(C(=O)/C=C/c2cn(CC(O)CN3CCCCCC3)c3ccccc23)cc1 (stereo unspecified)	.	.	-13%	?
29	CC(C)Cc1nc(N2CCN(C(=O)c3ccccc3)CC2)c(C#N)c2c1CCC2	?	?	-26%	-6%
30	c1csc(-c2cn3c(n2)SCC3)c1	?	.	3%	-5%

cpd	Tau FP inhib	HTT cytoprotect	Tau ThT inhib	KDM4E inh
16	2%	5%	-17%	4%
17	?	.	14µM*	?
18	0%	-17%[10 µM]	-3%	1%
19	4%	5%	-10%	-3%
20	2%	-4%	2%	-5%
21	-4%	-58%	-1%	-23%
22	?	3%	10µM*	-16%
23	-15%	18%	-5%	?
24	8%	-33%	-20%	3%
25	-9%	-26%	2%	-28%
26	2%	-6%	-2%	8%
27	-3%	.	-1%	.
28	-11%	.	13µM*	.
29	-3%	-79%[inhibitor]	?	?
30	-8%	-4%	-2%	?

Reprinted from the part before: 3 entries, followed by the next part.
cpd	Structure	ALDH1A1 inh	HTT aggregate	SMN2 splice enh	Tau fluor cs
28	CCOc1ccc(C(=O)/C=C/c2cn(CC(O)CN3CCCCCC3)c3ccccc23)cc1 (stereo unspecified)	.	.	-13%	?
29	CC(C)Cc1nc(N2CCN(C(=O)c3ccccc3)CC2)c(C#N)c2c1CCC2	?	?	-26%	-6%
30	c1csc(-c2cn3c(n2)SCC3)c1	?	.	3%	-5%
31	CCOC(=O)Cn1nc(C)c([N+](=O)[O-])c1C	4%	-8%	1%	-6%
32	O=C(COc1ccccc1)N1CCN=C1SCc1ccccc1F	.	-9%[9.22 µM]	.	?
33	COc1ccc(N2C(=O)c3ccccc3NC2c2ccc(OC)c(CN3CCOCC3)c2)cc1 (stereo unspecified)	.	14%[9.22 µM]	.	-9%
34	O=C(Nc1cccc(S(=O)(=O)N2CCOCC2)c1)c1cn(-c2ccccc2)nc1-c1ccccc1	?	-7%	5%	?
35	Cc1onc(-c2c(Cl)cccc2Cl)c1NC(=O)NNc1c(Cl)cncc1Cl	3%	5%[9.22 µM]	.	-12%
36	CCCN1Cc2cccc(C(=O)NCCCOC(C)C)c2C1=O	22µM*	-1%	18%	-14%
37	CC1(C)C(=O)Nc2ccccc2N1C(=O)CN1C(=O)c2ccccc2C1=O	0%	4%	2%	7%
38	Cc1ccccc1Nc1c(N)c(=O)oc2ccccc12	-4%	22%	6%	?
39	Cc1c(C(=O)NC(C)c2ccncc2)oc2ccccc12 (stereo unspecified)	1%	-11%	-21%	1%
40	COc1ccc(NC(=O)CC2C(=O)N(c3ccc(OC)cc3)C(=O)N2CCC2=CCCCC2)cc1 (stereo unspecified)	.	.	-1%	-16%
41	COC(=O)COc1ccc(Cl)cc1C1Nc2ccccc2C(=O)N1c1ccc(OC)cc1 (stereo unspecified)	?	23%	?	?
42	Cc1c(C)n(CCC(=O)O)c2ccccc12	?	-1%[9.22 µM]	.	-2%
43	OCCC1CN(Cc2ccccc2OC2CCCC2)CCN1Cc1ccsc1 (stereo unspecified)	?	-2%[9.22 µM]	.	-8%
44	COc1cc(CNCCN(C)C)ccc1OCc1c(F)cccc1Cl	2%	-8%[9.22 µM]	-35%[inhibitor]	-3%

cpd	Tau FP inhib	HTT cytoprotect	Tau ThT inhib	KDM4E inh
28	-11%	.	13µM*	.
29	-3%	-79%[inhibitor]	?	?
30	-8%	-4%	-2%	?
31	-5%	-4%	-5%	-2%
32	2%	-11%[10 µM]	.	-3%
33	1%	-9%[10 µM]	-7%	?
34	25µM*	0%[10 µM]	6%	-17%
35	-3%	-5%[10 µM]	-4%	-1%
36	-2%	-6%	-5%	3%
37	3%	-15%[10 µM]	9%	-5%
38	?	-5%[10 µM]	-16%	-13%
39	-2%	-11%[0.074 µM]	-1%	-3%
40	-7%	.	11%	.
41	-6%	-19%	-9%	?
42	4%	-6%[10 µM]	-4%	-8%
43	-4%	-8%[10 µM]	-2%	10%
44	-2%	-40%	-9%	-3%
